Screening results as filed in PubChem BioAssay.
M5 PAM = human M5 muscarinic receptor positive allosteric modulators, primary screen, CHO-K1 cells, Fluo-8 calcium fluorescence; Muscarinic acetylcholine receptor M5 (Homo sapiens), P08912; CHO-K1 hM5, ACh EC20 PAM; 0% = ACh EC20, 100% = ACh EC100; activation, % at 3 µM; 360,000 compounds, 0.3% hits; AID 624038, 2012;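 active = activation above the run cutoff, the mean activation of all test compounds plus 3 SD, cut at about 18% in these data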
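System – CHO-K1 hM5 cells · Compound – 3 µM, single dose · Incubation – compound preincubation 140 s before EC20 acetylcholine addition · Technique – Fluo-8 calcium fluorescence · Measure – Max/basal fluorescence ratio as % of EC20–EC100 ACh window · Benchmarks – low control EC20 acetylcholine (0%), high control EC100 acetylcholine (100%) · Replication – singlicate, one well per test compound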
CHRM4 agonist = human M4 muscarinic receptor agonists, primary screen, CHO-K1 cells, Fluo-8 calcium fluorescence. Muscarinic acetylcholine receptor M4 (Homo sapiens), P08173. CHO-K1 hM4/Gqi5; vehicle 0%, full acetylcholine response 100%. activation, % at 3 µM. 360,000 compounds, 0.14% hits. AID 624127, 2012;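 active = activation above the run mean over all test wells plus 3 SD, cut at about 32% in these data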;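 note: peak over basal fluorescence ratio per well then scaled between controls; 0% = DMSO wells and 100% = acetylcholine at EC100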
Target sequence (P08173 whole entry, looked up): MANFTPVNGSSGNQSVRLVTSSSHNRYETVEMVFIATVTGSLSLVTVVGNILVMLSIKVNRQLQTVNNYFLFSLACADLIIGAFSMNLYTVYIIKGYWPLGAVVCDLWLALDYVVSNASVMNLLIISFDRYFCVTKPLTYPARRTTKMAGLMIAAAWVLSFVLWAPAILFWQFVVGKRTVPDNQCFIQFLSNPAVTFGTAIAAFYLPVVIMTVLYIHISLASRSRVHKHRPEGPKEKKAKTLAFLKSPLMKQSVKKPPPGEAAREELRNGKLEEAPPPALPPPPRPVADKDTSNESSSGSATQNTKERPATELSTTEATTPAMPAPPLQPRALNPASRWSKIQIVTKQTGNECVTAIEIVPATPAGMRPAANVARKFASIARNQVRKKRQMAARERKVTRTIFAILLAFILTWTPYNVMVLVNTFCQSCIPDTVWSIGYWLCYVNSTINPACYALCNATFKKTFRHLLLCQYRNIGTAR
CHRM5 antagonist = human M5 muscarinic receptor antagonists, primary screen, CHO cells, Fluo-8 calcium fluorescence | inhibition, % at 3 µM | AID 624040, 2012 | 360,000 compounds, 0.59% hits | Muscarinic acetylcholine receptor M5 (Homo sapiens), P08912 | CHO-hM5 cells, ACh EC80;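 active = inhibition above a per-plate cutoff, the mean of that plate's test compounds plus 3 SD, cut at about 27% in these data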;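 note: 0% = acetylcholine EC80 with DMSO and 100% = DMSO without agonist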
CHRM5 agonist = human M5 muscarinic receptor agonists, primary screen, CHO-K1 cells, Fluo-8 calcium fluorescence | Muscarinic acetylcholine receptor M5 (Homo sapiens), P08912 | CHO-K1 hM5 cells; 0% DMSO wells, 100% maximal acetylcholine response | activation, % at 3 µM | 360,000 compounds, 0.19% hits;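 active = activation above the run's mean over test compounds plus 3 SD, cut at about 23% in these data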;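 note: signal is peak over basal fluorescence ratio across the kinetic read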
M1 antag = human M1 muscarinic receptor antagonists, primary screen, CHO-K1 cells, Fluo-8 calcium fluorescence, 1536-well; CHO-K1 hM1, ACh EC80 antagonist; 360,000 compounds, 1.3% hits; Muscarinic acetylcholine receptor M1 (Homo sapiens), P11229; inhibition, % at 3 µM; AID 588852, 2011;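 active = percent inhibition above its own plate's cutoff, namely the mean of that plate's compound wells plus 3 SD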;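 note: peak over basal fluorescence ratio during 140 s after agonist addition; 0% = ACh EC80 plus DMSO and 100% = DMSO alone without agonist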
CHRM4 antagonist = human M4 muscarinic receptor antagonists, primary screen, CHO cells, Fluo-8 calcium fluorescence. Muscarinic acetylcholine receptor M4 (Homo sapiens), P08173. CHO-hM4 cells, ACh EC80. inhibition, % at 3 µM. 360,000 compounds, 0.73% hits. AID 624125, 2012;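 active = inhibition above its plate's cutoff, the mean inhibition of sample wells plus 3 SD, cut at about 27% in these data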;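 note: 0% = acetylcholine EC80 with DMSO and 100% = DMSO without agonist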
TAAR1 agonist = human TAAR1 agonists, primary screen, Fluo-8 calcium fluorescence, CHO RD-HGA16 cells. vehicle wells 0%, saturating PEA agonist 100%. activation, % at 3 µM. 360,000 compounds, 0.99% hits;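 active = activation above the mean activation of all test compounds in the run plus 3 SD, cut at about 38% in these data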
Target sequence (Q96RJ0 whole entry, looked up): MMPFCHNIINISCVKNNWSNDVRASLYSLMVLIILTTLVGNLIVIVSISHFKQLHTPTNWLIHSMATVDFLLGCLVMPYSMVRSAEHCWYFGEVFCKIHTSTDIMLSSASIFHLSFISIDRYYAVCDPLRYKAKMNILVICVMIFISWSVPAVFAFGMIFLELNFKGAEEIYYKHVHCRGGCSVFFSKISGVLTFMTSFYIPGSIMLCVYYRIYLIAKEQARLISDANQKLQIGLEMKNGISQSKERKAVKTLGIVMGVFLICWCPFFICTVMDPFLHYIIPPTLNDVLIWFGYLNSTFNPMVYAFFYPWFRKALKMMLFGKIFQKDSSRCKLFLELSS
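Benchmarks: low control DMSO, high control PEA (EC100); System: CHO RD-HGA16 cells carrying human TAAR1 plus Gα16; Detection: Fluo-8 fluorescence, 5 s baseline then 140 s kinetic read; Schedule: 17-24 h plating, Fluo-8 75 min 37 °C, 30 min RT; Read-out basis: % activation from peak over basal fluorescence ratio, DMSO-to-PEA scaled.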
M1 PAM = human M1 muscarinic receptor positive allosteric modulators, primary screen, CHO-K1 cells, Fluo-8 calcium fluorescence, 1536-well. 360,000 compounds, 0.088% hits. AID 588819, 2011. activation, % at 3 µM. Muscarinic acetylcholine receptor M1 (Homo sapiens), P11229. CHO-K1 hM1, ACh EC20; 0% = ACh EC20, 100% = maximal ACh; in the data active = activation above about 19%, passing the limit was not always enough
M1 ag = human M1 muscarinic receptor agonists, primary screen, Fluo-8 calcium fluorescence, CHO-K1 cells, HTS | Muscarinic acetylcholine receptor M1 (Homo sapiens), P11229 | activation, % at 3 µM | 360,000 compounds, 0.33% hits | CHO-K1 hM1, agonist mode; 0% DMSO, 100% acetylcholine EC100;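 active = activation above the run's mean compound activation plus 3 SD, cut at about 16% in these data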;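 note: peak over basal fluorescence ratio within a 140 s kinetic read after compound addition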
* hit, by the source's call; . = no result given.

SMILES	M5 PAM	CHRM4 agonist	CHRM5 antagonist	CHRM5 agonist	M1 antag	CHRM4 antagonist	TAAR1 agonist	M1 PAM	M1 ag
Cc1nn(C)c(Cl)c1NC(=O)OCc1ccc(F)cc1	-1.3	5.7	-1.3	1.2	2.2	-10.2	16.5	6.2	0.4
COc1ccc(Cc2c(-c3ccccc3)nc3c(C)cc(Br)cn23)c(C)c1	-7.0	-0.8	-9.2	-3.5	-2.5	4.3	-0.9	-3.8	-3.1
O=C(Nc1ccc2c(c1)OCO2)C1CCCN(S(=O)(=O)c2cccs2)C1 (stereo unspecified)	-10.9	10.2	-8.6	-0.9	0.7	7.6	.	-1.6	-0.7
CCc1nnc(NC(=O)c2cccc(S(=O)(=O)N(C)c3ccc(OC)cc3)c2)s1	-1.8	5.4	1.9	5.8	-5.2	-1.0	1.2	10.4	1.0
COc1ccc(Cc2c(C3CCCCC3)nc3c4ccccc4ccn23)c(C)c1	-4.2	0.9	8.7	0.3	-14.2	0.3	1.0	-3.4	-6.0
CCOC(=O)C(=Cc1ccccc1)C(=O)c1ccccc1	2.6	-1.8	5.1	-1.4	-6.2	5.8	-1.7	-0.4	-8.1
N#C/C(=C\c1ccccc1)C(=O)NNS(=O)(=O)c1ccc(Br)cc1	18.9*	0.8	4.3	2.4	-7.7	-0.8	2.3	6.0	-1.5
CCOC(=O)C1CCN(C(=O)C23CC4CC(CC(C4)C2)C3)CC1	0.1	1.6	-7.9	6.9	-5.6	1.1	6.7	10.3	0.4
CNS(=O)(=O)c1ccc(NC(=O)C2c3ccccc3Oc3ccccc32)cc1	-1.4	5.2	7.4	10.8	1.2	2.6	12.0	9.0	6.7
CC(C)(C)OC(=O)N1CCC(c2c(C(=O)NCC3CCN(C4CCCC4)C3)cnn2-c2ccccc2Cl)CC1 (stereo unspecified)	9.6	10.4	-4.0	3.0	-12.1	-6.8	16.0	7.3	-3.0
COc1ccc(Br)cc1C(=O)Nc1ccccc1N1CCCC1	-9.3	-1.8	17.5	-5.2	-1.7	-14.4	-1.0	-3.9	-7.3
CC(C)C[C@H](NC(=O)NC(C)C)C(=O)O	-2.0	0.9	-1.5	3.4	-1.9	8.8	16.0	4.5	-5.0
COc1ccc(-n2c(SCC#N)nc3c(sc(=S)n3-c3ccccc3)c2=O)c(OC)c1	-3.1	1.1	-0.6	-9.5	-3.2	-2.6	-0.4	3.1	-8.1
Cc1cc(C(=O)N/N=C/c2ccc(C)s2)n[nH]1	-2.8	1.4	11.6	-3.1	-6.8	-4.9	2.9	11.6	-3.0
COc1ccccc1NC(=S)NN=C(C)c1ccccn1	-12.2	-0.2	14.3	-8.2	0.4	-2.9	1.9	1.2	-4.7
CC1(C)CC(=O)C(C=NCCN2CCN(C(=O)c3ccccc3)CC2)=C(O)C1	0.7	0.7	4.0	-0.5	9.0	5.1	1.6	-5.7	-5.7
CC12CN3CC(C)(CN(C1)C3c1cc(Br)ccc1O)C2=O (stereo unspecified)	1.6	0.0	3.1	-6.6	-4.6	-5.4	0.3	3.8	-5.0
Cc1nc(NN)c2c3c(sc2n1)COC(C)(C)C3	-4.1	1.1	3.5	2.8	0.9	3.9	0.5	3.4	-5.6
CN(C)S(=O)(=O)N1CCN(C(=O)N2CCCCC2)CC1	-3.6	1.0	-0.7	1.2	5.0	-9.7	2.4	-2.4	-0.2
COc1ccc(CN2C(=O)c3ccccc3C2OC)cc1 (stereo unspecified)	2.2	4.3	5.1	-1.1	5.2	0.5	3.5	-3.4	-3.3
COc1ccc(CCNC(=O)CCN2C(=O)C3CC=CCC3C2=O)cc1OC (stereo unspecified)	0.5	1.2	3.4	-2.7	-19.0	-3.5	6.8	3.4	-1.9
NS(=O)(=O)c1ccc(NC(=O)COC(=O)CCc2ccccc2)cc1	0.9	1.6	-5.7	2.4	-7.9	-1.0	3.1	3.9	-1.4
COc1ccc2cc(C(=O)NCc3ccco3)c(=Nc3ccc(C(=O)O)cc3)oc2c1	2.8	0.4	4.7	-6.6	11.8	1.4	11.9	-2.0	-1.4
Nc1c2c(nc3ccccc13)CCCC2=O	-3.8	1.0	11.3	-1.1	-12.4	-1.3	-0.2	7.1	-3.6
C#CCOc1c(Cl)cc(/C=N/O)cc1OC	2.5	0.5	-11.1	0.2	-7.2	-1.7	1.9	11.6	-6.4
COc1ccccc1CNC(=O)COC(=O)c1ccco1	1.9	-0.2	2.4	-3.0	6.2	-2.0	5.2	17.8	4.4
COc1ccc(NC(=O)C[C@H]2C(=O)N(Cc3cccnc3)C[C@@H]2Cc2ccccc2)cc1	-4.5	1.9	-11.4	1.7	-8.1	-17.8	3.6	2.5	-1.3
CC(C(C(=O)N1CCCCC1)N1CCCCC1)N1CCCCC1 (stereo unspecified)	-1.5	1.4	10.3	-3.5	-9.1	-1.6	1.9	5.3	-3.8
CCc1ccccc1NC(=O)CNC(=O)c1ccc(OCc2cn3ccccc3n2)cc1	0.3	2.2	7.1	-0.8	-13.1	-5.4	2.1	12.7	11.1
N#C/C(=C\c1ccncc1)c1ccccn1	-3.0	0.3	5.5	-2.6	-3.6	-16.2	2.5	6.9	2.9
COc1ccc(N2CCN(C(=O)c3ccc(Cn4c(=S)[nH]c5ccc(N6CCOCC6)cc5c4=O)cc3)CC2)cc1	2.3	3.6	11.1	0.8	-8.8	-2.4	1.9	8.0	-2.4
O=C(NNS(=O)(=O)c1ccc(Cl)cc1)c1sccc1-n1cccc1	-6.0	0.9	1.9	0.2	8.4	8.2	0.2	-1.3	-4.9
CN1C(=O)NC(c2ccc(O)cc2)C2=C1CN(c1cccc3ccccc13)C2=O (stereo unspecified)	-6.2	0.1	14.8	1.7	1.1	6.1	9.7	-2.0	-1.1
S=C(NCc1ccco1)Nc1ccc(Br)cc1Cl	-8.7	10.7	10.1	-1.8	-1.8	2.3	6.2	-4.1	-8.8
Cc1ccc(OCC(=O)Nc2ccccc2-c2ccccc2)cc1	2.3	1.2	-6.4	0.3	-0.5	-9.1	19.3	10.1	4.1
CCC(C)(C)C1CCc2nc3ccccc3c(C(=O)OC(C)C(=O)Nc3c(C)n(C)n(-c4ccccc4)c3=O)c2C1 (stereo unspecified)	-12.8	8.8	1.3	-1.4	13.9	5.5	16.5	-12.7	-11.3
CC1(C(=O)NS(=O)(=O)C2CC2)CCN(C(=O)c2ccc3ccccc3n2)C1 (stereo unspecified)	-2.4	0.6	2.9	-0.1	-18.2	-7.6	-0.2	4.8	-4.0
C=CC[C@@H](CC(=O)N[C@@H](CO)Cc1ccccc1)C(=O)N[C@H](C)COC(=O)[C@@H](CC=C)Cc1ccc(F)cc1	5.3	2.4	4.8	2.5	-5.0	4.9	10.0	3.3	-0.7
O=C(COC(=O)CN1C(=O)c2ccccc2C1=O)Nc1ncc(Cl)cc1Cl	0.0	1.4	0.8	-5.5	-2.2	0.6	1.1	-0.2	-2.8
O=C(OCCOc1ccccc1Cl)c1cc(S(=O)(=O)N2CCCCC2)ccc1N1CCOCC1	-14.6	5.2	5.2	-9.9	18.4	5.0	-0.3	-5.7	-6.2
CCOC(=O)c1cc(-c2csc(COc3ccc(Cl)cc3)n2)on1	4.9	0.9	13.3	-3.4	-23.7	-3.1	1.1	15.4	-3.9
O=C(CCN1C(=O)S/C(=C\c2ccc(F)cc2)C1=O)Nc1ccc(C(=O)O)c(O)c1	9.7	1.0	-4.0	0.3	-10.1	-1.8	1.5	16.7	5.2
C/C(=N\NC(=O)Cc1cccc2ccccc12)c1ccncc1	3.7	3.2	4.0	-1.5	10.9	11.5	1.8	-4.8	-3.7
Fc1cccc(Cl)c1CNn1cn[nH]c1=S	1.2	0.5	-5.2	-1.3	-2.5	-2.9	1.2	6.9	-6.9
CN(Cc1ccccc1)c1ccc(S(=O)(=O)N2CCOCC2)cn1	-4.9	0.8	7.0	-3.9	-4.0	12.7	6.7	7.1	-4.8

The list goes on; it opens with the four that closed the last part.
SMILES	M5 PAM	CHRM4 agonist	CHRM5 antagonist	CHRM5 agonist	M1 antag	CHRM4 antagonist	TAAR1 agonist	M1 PAM	M1 ag
O=C(CCN1C(=O)S/C(=C\c2ccc(F)cc2)C1=O)Nc1ccc(C(=O)O)c(O)c1	9.7	1.0	-4.0	0.3	-10.1	-1.8	1.5	16.7	5.2
C/C(=N\NC(=O)Cc1cccc2ccccc12)c1ccncc1	3.7	3.2	4.0	-1.5	10.9	11.5	1.8	-4.8	-3.7
Fc1cccc(Cl)c1CNn1cn[nH]c1=S	1.2	0.5	-5.2	-1.3	-2.5	-2.9	1.2	6.9	-6.9
CN(Cc1ccccc1)c1ccc(S(=O)(=O)N2CCOCC2)cn1	-4.9	0.8	7.0	-3.9	-4.0	12.7	6.7	7.1	-4.8
CCCCNC(=O)c1nc(C2CCN(S(=O)(=O)c3ccc(Cl)cc3)CC2)oc1-c1ccccc1	4.5	2.9	-14.4	-3.2	.	-7.5	-0.1	.	.
O=C(CSc1nnc(NC(=O)C2CC(=O)N(c3ccc(F)cc3)C2)s1)NC1CCCC1 (stereo unspecified)	-4.2	1.1	3.5	-3.0	-3.6	0.9	1.3	3.1	-4.0
O=C(NC1CCCCC1)c1cccs1	9.1	0.5	-6.2	-3.0	-17.7	-10.0	12.3	3.5	-2.4
O=C(NCc1cccnc1)Nc1cccc([N+](=O)[O-])c1	-10.8	1.5	27.9*	-5.4	-5.4	-2.9	2.8	6.7	-1.4
Cc1ccccc1NC(=O)CSc1nc(N)c2c3c(sc2n1)CSC(C)(C)C3	-13.3	8.4	25.4	0.8	-7.9	-2.7	14.3	5.2	-1.8
Cc1cc([N+](=O)[O-])nn1CC(=O)N/N=C/c1ccccc1F	-1.0	0.9	4.2	-3.8	7.5	-1.3	9.4	-4.5	-2.9
CN1CCN(C(=O)C2CCC(C)(C(=O)O)C2(C)C)CC1 (stereo unspecified)	9.2	0.7	10.0	4.3	-9.5	-13.7	-0.2	7.6	0.5
C[C@@H]1CN([C@H](C)CO)C(=O)c2c(c3ccccc3n2C)-c2ccccc2CO[C@@H]1CN(C)S(=O)(=O)c1cccs1	3.1	3.7	-0.1	1.3	-0.1	-19.6	1.7	14.4	12.1
NC(=O)c1cccn1-c1ncc(C(F)(F)F)cc1Cl	-7.7	0.1	1.1	-1.7	7.0	6.4	1.1	-8.0	-5.0

A portion of the library (hit frequency here may not be typical).
